p97 ATPase inh = human p97 ATPase inhibition. P55072. recombinant p97 ATPase, Kinase-Glo ATP luminescence, 3 h. inhibition, % at 8 µM. 220,000 compounds, 0.42% hits; in the data active means inhibition above about 15%;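 further: 0% = DMSO vehicle and 100% = wells lacking enzyme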
Target sequence (P55072 whole entry, looked up): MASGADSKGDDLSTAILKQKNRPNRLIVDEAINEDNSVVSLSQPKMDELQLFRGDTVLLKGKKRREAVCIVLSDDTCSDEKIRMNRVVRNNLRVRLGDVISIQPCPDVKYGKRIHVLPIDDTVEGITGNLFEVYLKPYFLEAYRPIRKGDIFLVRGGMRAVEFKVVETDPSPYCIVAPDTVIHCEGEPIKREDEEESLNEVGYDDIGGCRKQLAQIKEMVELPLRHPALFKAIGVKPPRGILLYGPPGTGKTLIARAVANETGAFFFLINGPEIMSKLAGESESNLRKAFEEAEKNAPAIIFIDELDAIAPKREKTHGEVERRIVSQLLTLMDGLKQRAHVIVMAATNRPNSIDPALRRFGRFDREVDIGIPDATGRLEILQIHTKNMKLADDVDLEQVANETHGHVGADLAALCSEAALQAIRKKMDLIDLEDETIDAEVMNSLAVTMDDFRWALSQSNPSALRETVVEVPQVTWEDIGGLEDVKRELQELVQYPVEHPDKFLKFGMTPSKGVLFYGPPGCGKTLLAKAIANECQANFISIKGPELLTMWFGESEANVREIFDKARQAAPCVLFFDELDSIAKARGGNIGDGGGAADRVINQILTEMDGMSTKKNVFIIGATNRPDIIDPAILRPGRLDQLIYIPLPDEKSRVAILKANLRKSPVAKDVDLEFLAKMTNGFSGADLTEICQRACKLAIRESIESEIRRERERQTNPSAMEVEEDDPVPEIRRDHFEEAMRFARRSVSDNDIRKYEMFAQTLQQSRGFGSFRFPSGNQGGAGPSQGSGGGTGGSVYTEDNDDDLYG
NPY Y1 blocker = blocks the human neuropeptide Y Y1 receptor | HEK293-CNG Y1 cells, membrane potential fluorescence; NPY at EC95, then isoproterenol | inhibition, % at 3.6 µM | 200,000 compounds, 1% hits;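 active means inhibition above the campaign mean inhibition of all tested compounds plus 3 SD, cut at about 20% in these data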;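 further: 0% = DMSO wells given NPY plus isoproterenol and 100% = isoproterenol alone without NPY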
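System: HEK293 cells with Y1 receptor plus CNG channel / Probe or stimulus: NPY 25 nM then isoproterenol 1 µM plus Ro 20-1724 25 µM / Compound: one concentration, 3.6 µM, in 0.4% DMSO / Schedule: compound incubation 1 h at room temperature, readout 45 min post-stimulation / Measured by: membrane potential fluorescence / Read-out: % inhibition of NPY effect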
Runt-CBFb FRET = Runt domain-CBFb interaction inhibition | Q01196+Q13951 | Cerulean-Runt/Venus-CBFb FRET ratio 530/480, 1 h | inhibition, % at 20 µM | 220,000 compounds, 0.46% hits;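 active means inhibition over about 50% at 20 µM in the single-dose screen, limit read from the data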;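 further: 0% = DMSO wells and 100% = excess unlabeled CBFb competitor control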
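Buffer or medium: Tris pH 7.5 buffer with BSA. Assay system: Cerulean-labeled Runt domain protein. Amount: each fluorescent fusion protein 100 nM. Read-out basis: loss of energy transfer signal. Incubation: 1 h compound exposure, room temperature. Probe or stimulus: Venus-CBFb binding partner, 100 nM. Detection: FRET, excitation 422 nm, emission at 530 and 480 nm.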
Mdm2 ligase inh = blocks human Mdm2 ubiquitin ligase activity. Q00987. cell-based MDM2 ubiquitination luciferase reporter, 2 h; 0 = plate control, 100 = twice control, blank-subtracted. signal enhancement, % at 5 µM. 210,000 compounds, 0.11% hits;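 active means signal enhancement of 30% or more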;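 further: luminescence tracks abundance of the self-degrading MDM2-luciferase fusion protein; higher signal means inhibition of MDM2 E3 ligase activity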
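Test system: stable mammalian line carrying autodegrading MDM2–luciferase fusion reporter; quantity: 2000 cells in each well; times: 4 h cell settling then 2 h compound exposure, 37 °C; detection: luminescence with SteadyLite reagent, 15 min at room temperature; evaluation: percent signal gain over controls, blank-subtracted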
Runt-SMMHC FRET = blocks binding of human RUNX1 Runt domain to CBFb-SMMHC. Cerulean-Runt/Venus-CBFb-SMMHC FRET ratio 530/480, 1 h. inhibition, % at 20 µM. 220,000 compounds, 0.74% hits;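 active means mean inhibition across duplicate retests at 20 µM reaching about 50%, limit read from the data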;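 further: 0% = DMSO wells and 100% = wells with excess untagged CBFb-SMMHC; inhibitors lower the FRET ratio by blocking Runt binding to CBFb-SMMHC; some results filed as inactive read as strong as hits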
Hck Nef HTS = blocks Nef-activated human Hck kinase; P08631; Recombinant Hck-YEEI plus Nef, Z-Lyte FRET kinase assay; inhibition, % at 20 µM; 220,000 compounds, 0.68% hits;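 active means Hck-Nef kinase inhibition above about 50%, limit read from the data; inactive means inhibition below that limit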;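 further: 0% = DMSO with Hck plus Nef and 100% = Hck alone without Nef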
NPY1 pot ag = potentiates or activates human NPY-Y1 receptor | AID 1304 | activation, % at 3.6 µM | NPY-Y1 expressing cells, potentiator/agonist activation | P25929 | 220,000 compounds, 0.37% hits; in the data active means activation above about 33%, passing the limit was not always enough;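 further: cells stimulated with NPY at EC10 then isoproterenol at EC100; 0% = low agonist plus stimulus and 100% = saturating agonist plus stimulus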
NPY-Y2 PAM-ag = potentiates or activates human NPY-Y2 receptor | activation, % at 3.6 µM | 220,000 compounds, 0.45% hits | P49146 | cells expressing NPY-Y2, potentiator/agonist read-out; in the data active means activation above about 27%;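 further: cells stimulated with NPY near EC25 plus isoproterenol at EC100; 0% = vehicle plus submaximal agonist and 100% = vehicle plus saturating agonist; some results beyond the cut were filed as inactive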
RBBP9 inhibitor = human RBBP9 hydrolase inhibition; O75884; recombinant RBBP9, FP-Rh probe fluorescence polarization; inhibition, % at 7.94 µM; 220,000 compounds, 0.2% hits; AID 1515;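 active means inhibition above the campaign mean of all tested compounds plus 3 SD, cut at about 14% in these data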;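 further: plate controls were DMSO wells with RBBP9 for no effect and wells lacking RBBP9 protein for full effect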
Target sequence (O75884 whole entry, looked up): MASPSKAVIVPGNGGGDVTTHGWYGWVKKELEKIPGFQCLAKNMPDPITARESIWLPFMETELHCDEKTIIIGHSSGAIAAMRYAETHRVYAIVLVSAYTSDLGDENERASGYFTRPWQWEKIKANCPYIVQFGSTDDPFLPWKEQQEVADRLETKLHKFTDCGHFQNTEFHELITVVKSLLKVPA
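Assay system: recombinant human RBBP9; Reagent: Serine-hydrolase probe FP-Rh, 375 nM pre-mixing; Doses: 7.94 µM single dose, 0.794% DMSO; Incubation: 30 min then 45 min, 25 °C; Detection: fluorescence polarization (mP), excitation 525 nm, emission 598 nm; Evaluation: percent inhibition from mP, scaled between DMSO and no-protein wells.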
The depositor's hits bear a star; · = not tested or not shown.

SMILES | p97 ATPase inh | NPY Y1 blocker | Runt-CBFb FRET | Mdm2 ligase inh | Runt-SMMHC FRET | Hck Nef HTS | NPY1 pot ag | NPY-Y2 PAM-ag | RBBP9 inhibitor
O=C(CSc1ccc(F)cc1)Nc1ccc(C2SCCS2)cc1 | 2 | · | -1 | -14 | -5 | 4 | 21 | 1 | 4
COc1ccc(C2CCCN2C(=S)Nc2cccc(Cl)c2)cc1OC (configuration not stated) | -1 | -4 | -1 | -15 | 2 | -7 | -8 | -16 | -2
Cc1cc(C)c(S(=O)(=O)c2ccccc2C(=O)O)c(C)c1 | 5 | 4 | 33 | -13 | 0 | -21 | -4 | -5 | 2
OCCNc1nc(Nc2cccc(O)c2)nc2ccccc12 | 10 | · | 1 | · | 1 | 30 | 37 | 0 | 7
CC(C)N(C(=O)Cn1cnc2cc([N+](=O)[O-])ccc2c1=O)C(C)C | 1 | -3 | 2 | 7 | 0 | -6 | -6 | -7 | 1
COc1ccc(-c2nn(C)c(=O)c3ccccc23)cc1NC(=O)COc1ccc(C)cc1 | -2 | -3 | -3 | -21 | -4 | 2 | 11 | 7 | -7
COC(=O)C1=C(C)N=C2SCCC(=O)N2C1c1ccc(C(=O)OC)cc1 (configuration not stated) | -1 | -7 | 3 | -12 | -2 | 1 | -12 | 2 | -2
CSc1nnc(-c2ccc([N+](=O)[O-])cc2)o1 | 0 | -3 | 0 | -10 | -4 | 24 | 9 | 0 | 1
CCN1CCN(c2cc(C)c3cc(NC(=S)N(CC)CC)ccc3n2)CC1 | 0 | 4 | 6 | 3 | 12 | -6 | 8 | -5 | 1
Cc1oc2cc(O)ccc2c(=O)c1-c1ccccc1 | 5 | 5 | -1 | -5 | 4 | 23 | -7 | 0 | -8
Cc1nc2c(=O)n(C)c(=O)n(C)c2nc1Cl | 1 | -4 | 28 | 12 | 21 | 0 | 3 | 0 | -9
CCn1c(CC(=O)Nc2cccc(OC)c2)nnc1SCC(=O)Nc1nccs1 | 0 | -2 | 1 | -21 | -1 | 13 | -24 | 0 | -5
CCOc1ccc(CC(=O)NNC(=S)NCCc2ccccc2)cc1 | 1 | 2 | -1 | 2 | -1 | 16 | 17 | -6 | -3
O=C(O)CCN1C(=O)C2CCCCC2C1=O (configuration not stated) | 1 | -2 | 2 | -6 | -1 | 4 | 5 | -10 | -5
COc1ccc(C2CC(c3ccc(Cl)cc3)Nc3nc(NC(=O)c4ccco4)nn32)cc1 (configuration not stated) | 2 | -2 | -3 | · | -4 | 5 | -16 | -12 | -3
CN(C(=S)NC(=O)CCCOc1ccc(Cl)cc1Cl)c1ccccc1 | -4 | 14 | 6 | -10 | 2 | -23 | -43 | -34 | -3
Cc1sc(NC(=O)C2C3C=CC(C3)C2C(=O)O)c(C(N)=O)c1-c1ccc(C(C)C)cc1 (configuration not stated) | -2 | -6 | -8 | 4 | 2 | 7 | 7 | 1 | -4
Cc1ccc(C(C)(C)C)cc1S(=O)(=O)Nc1cccc(S(=O)(=O)NC2=NCCC2)c1 | 3 | -2 | -6 | -5 | 4 | -33 | 2 | -5 | -10
COC1=C(c2ccccc2)C(=O)c2ccccc2C1=O | 4 | 0 | -1 | 26 | 0 | -7 | -6 | 7 | -6
CCCCNC(=O)CSc1nc2ccc(NC(=O)CSc3nnc(COc4ccccc4C)n3C)cc2s1 | 3 | -3 | -8 | 1 | -10 | 3 | -4 | -18 | 9
Cc1ccc(C(C(=O)NC(C)(C)C)N(C(=O)c2csnn2)C2CC2)cc1 (configuration not stated) | -4 | 7 | 0 | · | 4 | 7 | -12 | -4 | -5
CC(C)CCNC(=O)NC(=O)CN1C(=O)NC2(CCCCC2)C1=O | 2 | -7 | -2 | -5 | 1 | 0 | 12 | 23 | -9
O=C(O)c1cc(N/N=C/c2ccc3c(c2)OCO3)ccc1Cl | 4 | 0 | 0 | -25 | -2 | 6 | -2 | 13 | 3
CC(C)Cn1cnc2c(=O)oc3ccccc3c21 | 5 | -2 | -1 | -11 | -2 | 10 | 8 | 17 | 0
CCCC/C=C/C(NC(=O)CCc1ccccc1)c1ccccc1 (configuration not stated) | -4 | 3 | -2 | · | 0 | -2 | -9 | -1 | -12
O=C1C(=O)N(CCO)C(c2cccc(F)c2)/C1=C(\O)c1ccc(Cl)cc1 (configuration not stated) | 3 | 2 | 0 | -6 | 1 | 0 | 3 | -4 | 3
COCCn1c(N)c(N(Cc2ccccc2)C(=O)c2ccc(C#N)cc2)c(=O)[nH]c1=O | 6 | -6 | 3 | -10 | 0 | 15 | 6 | 7 | -9
O=C(c1cccs1)N1CCCN(c2ncnc3scc(-c4ccccc4)c23)CC1 | -2 | · | 0 | -17 | -2 | 14 | -12 | -31 | -7
CSCCNCc1c(C(=O)N2CCOCC2)nc2c(C)cccn12 | 2 | 5 | 2 | 8 | 1 | 21 | 4 | -9 | -7
O=c1cc(O)c2ccccc2[nH]1 | -5 | 3 | 6 | -15 | 3 | 9 | -8 | -11 | -7
O=C(Cn1cnc2cc([N+](=O)[O-])ccc2c1=O)N(Cc1ccccc1)C1CCS(=O)(=O)C1 (configuration not stated) | 7 | 6 | 1 | 3 | 0 | 16 | 14 | 12 | 5
CCCOc1ccccc1/C=C(\C#N)C(=O)Nc1cccnc1 | 4 | · | -1 | 12 | -2 | 19 | 7 | -3 | -7
CC(=O)Nc1c(C(N)=O)oc2ccc(Cl)cc12 | -1 | · | 3 | -14 | -3 | 8 | -1 | -4 | -9
CCOc1ncccc1C(=O)OCC(=O)N(CC(C)C)C1CCS(=O)(=O)C1 (configuration not stated) | 3 | -3 | -2 | -14 | 2 | 16 | -3 | 5 | -1
COc1cc(-c2nn3c(C4CCCCC4)nnc3s2)cc(OC)c1OC | -1 | -4 | 2 | -19 | -6 | 1 | 17 | 2 | -10
CC1Cc2ccccc2N1C(=O)CN1CCC(C(N)=O)CC1 (configuration not stated) | 8 | 0 | -1 | -13 | 4 | 1 | -3 | -16 | -4
CCOc1ccc(N/C(N)=N/c2nc(CSc3nnc(C)s3)cc(=O)[nH]2)cc1 | -12 | · | -3 | -16 | 1 | -13 | -16 | -27 | -7
CC(C)(C)C(=O)C(CO)(Oc1ccc(Cl)cc1)n1cncn1 (configuration not stated) | 4 | -5 | -3 | -23 | 3 | -2 | 12 | 11 | -5
CCc1nc(NCCCN2CCOCC2)c2oc3ccccc3c2n1 | 2 | 8 | 2 | -40 | -1 | -1 | 8 | 7 | -7
CSc1ccccc1NC(=O)Cn1nc([N+](=O)[O-])c(Cl)c1C | 7 | 3 | 3 | -5 | -42 | 17 | 12 | 13 | -5
COc1ccc(NC2=NCC(=O)N2c2ccccc2F)c(OC)c1 | 4 | -3 | -2 | -10 | 2 | 3 | 1 | 8 | -9
Nc1ccccc1SCc1cn2ccccc2n1 | 3 | 3 | -1 | -15 | 5 | -4 | -16 | -10 | 2
CC1=CCC(C(=O)O)C(C(=O)Nc2cccnc2)C1 (configuration not stated) | 2 | 1 | 2 | -15 | 1 | -1 | 14 | -6 | -5
CC(=O)c1c(C(C)=O)c(C)n(NC(=O)c2ccccc2Cl)c1C | 3 | -1 | 0 | -8 | -3 | 1 | -6 | 11 | 7
Cc1ccc(NC(=S)NCc2cccs2)c(C)c1 | 2 | -5 | 2 | -9 | 0 | 0 | 5 | 7 | 1
COc1ccc(-c2noc(-c3ccc(Cl)cc3)n2)cc1 | 4 | 3 | 0 | · | 2 | 6 | 3 | 12 | 13
CC(=O)OC(C(=O)NCc1ccc(F)cc1)c1ccccn1 (configuration not stated) | 8 | 6 | -2 | -14 | -8 | 1 | -11 | -3 | 2
Cc1cc(C)c2[nH]c(=O)c(CN(C(=O)C3CCCO3)C3CCCC3)cc2c1 (configuration not stated) | 4 | -2 | 2 | 0 | 4 | 3 | -5 | 16 | -8
COC(=O)CSc1snnc1-c1ccc(F)cc1 | 1 | 4 | 3 | 4 | -2 | 7 | -5 | 9 | -2
CCOC(=O)c1[nH]c2ccc(OC)cc2c1NC(=O)C(C)N1CCSCC1 (configuration not stated) | -4 | -6 | 0 | -7 | -1 | 1 | -10 | 4 | -12

(listing goes on)
SMILES | p97 ATPase inh | NPY Y1 blocker | Runt-CBFb FRET | Mdm2 ligase inh | Runt-SMMHC FRET | Hck Nef HTS | NPY1 pot ag | NPY-Y2 PAM-ag | RBBP9 inhibitor
COc1ccc2cc(S(=O)(=O)N3CCN(C)CC3)ccc2c1 | 6 | 6 | 1 | -7 | 2 | 6 | -18 | 2 | 3
O=C(Nc1ccc(F)cc1F)c1cc(=O)n(-c2ccccc2)c(=O)[nH]1 | 1 | -3 | -1 | -8 | 2 | -13 | -5 | 11 | -5
COCCNC(=O)CSc1nc(-c2ccccc2)cs1 | -2 | 2 | 0 | -19 | 0 | -1 | 7 | -12 | -5
CC/C(C)=C1\SC(N2CCOCC2)=NC1=O | 2 | 3 | 3 | -19 | -3 | 1 | 2 | -15 | 1
O=C(CNCc1ccc(F)cc1)Nc1ccccc1[N+](=O)[O-] | -6 | 8 | 1 | -13 | 0 | 12 | -7 | -11 | -3
CCOC(=O)/C=C1\SCC(=O)N1CCOc1cccc(Br)c1 | -4 | 7 | -3 | -23 | 0 | -6 | -20 | -19 | -5
O=C(N/N=C\c1cc(Br)c(Br)o1)c1cncc(Br)c1 | 3 | 1 | 2 | -14 | 3 | 6 | -15 | 4 | -9
C=CCN(CC=C)CC(=O)Nc1ccc(S(N)(=O)=O)cc1 | 2 | 1 | -2 | · | 5 | 7 | -1 | -1 | -7
CN(Cc1ccccc1)C(=O)c1cnc2n(c1=O)CCS2 | 1 | 1 | 2 | -8 | -1 | -7 | 10 | -5 | -7

Of the compounds above, these have a thiophene ring, fused or not:
SMILES | p97 ATPase inh | NPY Y1 blocker | Runt-CBFb FRET | Mdm2 ligase inh | Runt-SMMHC FRET | Hck Nef HTS | NPY1 pot ag | NPY-Y2 PAM-ag | RBBP9 inhibitor
Cc1sc(NC(=O)C2C3C=CC(C3)C2C(=O)O)c(C(N)=O)c1-c1ccc(C(C)C)cc1 (configuration not stated) | -2 | -6 | -8 | 4 | 2 | 7 | 7 | 1 | -4
O=C(c1cccs1)N1CCCN(c2ncnc3scc(-c4ccccc4)c23)CC1 | -2 | · | 0 | -17 | -2 | 14 | -12 | -31 | -7
Cc1ccc(NC(=S)NCc2cccs2)c(C)c1 | 2 | -5 | 2 | -9 | 0 | 0 | 5 | 7 | 1

Outcome played no part in choosing rows, and some 3.5% of all compounds hit somewhere here.
